Source: PubChem
MIN6 prolif – inducers of MIN6 beta-cell proliferation, primary screen, ATP luminescence, uHTS; MIN6 cells proliferation, ATPlite luminescence, 48 h; cells starved in 0.2% serum; 100% = growth in 10% serum; proliferation, % at 10 µM; hit rate 0.29% among 330,000; AID 2380, 2010;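 active = compounds whose signal lies at least 3.5 SD above the mean of all wells on their plate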;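 note: 0% = DMSO-treated cells in low-serum medium and 100% = 10% serum control; some compounds called inactive have numbers as strong as hits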
TIM10 inh – growth inhibitors of isogenic TIM10 control yeast, primary screen, counter-screen for tim10-1 yeast inhibitor project, luminescence, uHTS. S. cerevisiae TIM10 strain growth, BacTiter-Glo luminescence, 24 h. inhibition, % at 10 µM. hit rate 1.4% among 330,000;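 active = inhibition of 40% or more at the single tested concentration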;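 note: wild-type TIM10 isogenic control strain grown at permissive 25 °C; 0% = DMSO yeast wells and 100% = minimal medium wells without yeast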
NALP3 yeast inh – NALP3 inflammasome inhibitors in reconstituted yeast, primary screen, luminescence, uHTS. Yeast reconstituted NLRP3/ASC/caspase-1, beta-gal luminescence, 24 h. inhibition, % at 10 µM. hit rate 0.39% among 330,000;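 active = inhibition of 50% or more; inactive = inhibition below 50%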;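 note: plate controls were induced DMSO wells for no effect and uninduced yeast grown without galactose for full effect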
tim10-1 inh – growth inhibitors of tim10-1 mutant yeast, primary screen, luminescence, uHTS. inhibition, % at 20 µM. hit rate 2.2% among 330,000. S. cerevisiae tim10-1 ts strain growth, BacTiter-Glo, 24 h. AID 463190, 2010;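 active = inhibition of at least 40%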;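 note: mutant grown at 25 °C; 0% = DMSO wells with yeast and 100% = wells holding no yeast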
hIAP inh – human IAP inhibitors, primary screen, biochemical, luminescence, uHTS; hit rate 0.12% among 330,000; AID 2544, 2010; Intestinal-type alkaline phosphatase (Homo sapiens), P09923; purified IAP, CDP-Star luminescence, 30 min; inhibition, % at 10 µM;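 active = inhibition reaching a set limit with compound at 10 µM in the primary screen, cut at about 35% in these data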;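 note: plate controls were DMSO wells with enzyme for no effect and no-enzyme buffer wells for full effect; values of inactives mirror those of a sister screen read the other way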
Target sequence (P09923 whole entry, looked up): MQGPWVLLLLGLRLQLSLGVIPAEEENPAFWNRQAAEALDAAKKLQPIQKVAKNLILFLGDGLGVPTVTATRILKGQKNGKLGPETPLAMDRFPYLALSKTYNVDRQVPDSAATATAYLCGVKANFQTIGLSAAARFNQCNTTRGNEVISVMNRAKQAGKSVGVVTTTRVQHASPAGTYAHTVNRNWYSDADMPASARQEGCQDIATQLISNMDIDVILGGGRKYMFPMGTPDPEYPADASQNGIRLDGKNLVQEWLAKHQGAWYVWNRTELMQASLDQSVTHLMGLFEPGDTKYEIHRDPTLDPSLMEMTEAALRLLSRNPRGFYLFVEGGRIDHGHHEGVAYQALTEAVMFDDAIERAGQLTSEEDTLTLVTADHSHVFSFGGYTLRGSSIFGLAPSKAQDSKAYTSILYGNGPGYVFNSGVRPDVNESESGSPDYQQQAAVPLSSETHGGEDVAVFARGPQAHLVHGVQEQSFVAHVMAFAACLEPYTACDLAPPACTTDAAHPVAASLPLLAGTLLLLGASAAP
mIAP activ – activators of mouse IAP, primary screen, biochemical, luminescence, uHTS | activation factor at 10 µM | muIAP, CDP-Star luminescence, 30 min; stronger effect = higher value; 1 = vehicle-only enzyme signal, 0 = enzyme-free wells | hit rate 0.24% among 330,000;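 active = activation factor of at least 2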; note: the source names both 10 and 20 µM as test concentration; values of inactives mirror those of a sister screen read the other way
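Assay system: mouse IAP enzyme; reagent: chemiluminescent substrate CDP-Star; dosing: test compounds delivered from DMSO solution; schedule: 30 min at room temperature; measured by: luminescence from enzymatic CDP-Star hydrolysis; controls: DMSO-only wells and no-enzyme negative control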
mIAP inh – inhibitors of mouse IAP, primary screen, biochemical, luminescence, uHTS. intestinal alkaline phosphatase [Mus musculus]. purified mouse IAP, CDP-Star luminescence, 30 min. inhibition, % at 10 µM. hit rate 0.2% among 330,000;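 active = inhibition of at least 40% at 10 µM in the primary screen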;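 note: plate controls were DMSO with enzyme for no effect and no enzyme wells for full effect; values of inactives mirror those of a sister screen read the other way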
A3G deaminase – APOBEC3G DNA deaminase inhibitors, primary screen, biochemical, fluorescence, single-stranded DNA substrate, uHTS | hit rate 0.28% among 330,000 | inhibition, % at 20 µM | recombinant A3G, ssDNA deamination FAM/TAMRA fluorescence | DNA dC->dU-editing enzyme APOBEC-3G (Homo sapiens), Q9HC16 | AID 493012, 2011;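 active = inhibition of at least 40% at 20 µM, with no more than 30% in the related APOBEC3A deaminase screen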;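 note: plate controls were DMSO wells with A3G for no effect and wells lacking A3G enzyme for full effect; some compounds called inactive have numbers as strong as hits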
Target sequence (Q9HC16 whole entry, looked up): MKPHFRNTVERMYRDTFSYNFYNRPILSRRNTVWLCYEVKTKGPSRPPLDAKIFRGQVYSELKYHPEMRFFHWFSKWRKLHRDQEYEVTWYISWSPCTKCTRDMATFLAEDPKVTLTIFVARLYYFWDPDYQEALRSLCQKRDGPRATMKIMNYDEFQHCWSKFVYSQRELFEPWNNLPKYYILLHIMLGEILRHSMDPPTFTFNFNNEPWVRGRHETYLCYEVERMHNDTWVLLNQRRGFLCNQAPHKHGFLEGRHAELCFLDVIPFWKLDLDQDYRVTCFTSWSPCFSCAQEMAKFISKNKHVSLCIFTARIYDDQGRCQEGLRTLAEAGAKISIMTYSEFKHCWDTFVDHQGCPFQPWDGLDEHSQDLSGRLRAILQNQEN
APOBEC3A inh – APOBEC3A ssDNA deaminase inhibitors, primary screen, selectivity assay for APOBEC3G inhibitor project, biochemical, FAM/TAMRA oligo cleavage fluorescence | AID 493011, 2011 | inhibition, % at 20 µM | recombinant A3A, FAM/TAMRA ssDNA deamination fluorescence | DNA dC->dU-editing enzyme APOBEC-3A (Homo sapiens), P31941 | hit rate 0.41% among 330,000;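 active = at least 40% inhibition at 20 µM here, with at most 30% in a related deaminase screen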;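 note: plate controls were A3A with DMSO for no effect and wells lacking A3A enzyme for full effect; some results filed as inactive read as strong as hits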
Target sequence (P31941 whole entry, looked up): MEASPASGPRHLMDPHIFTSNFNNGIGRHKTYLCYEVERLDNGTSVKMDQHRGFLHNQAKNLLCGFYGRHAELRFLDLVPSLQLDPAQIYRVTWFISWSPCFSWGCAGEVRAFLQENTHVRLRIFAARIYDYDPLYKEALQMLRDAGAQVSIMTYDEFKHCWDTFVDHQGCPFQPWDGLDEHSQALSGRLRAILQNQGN
An asterisk follows results filed as active; & = joins results of further samples. No enrichment for hits. Share with any hit: about 4.6%.

SMILES	MIN6 prolif	TIM10 inh	NALP3 yeast inh	tim10-1 inh	hIAP inh	mIAP activ	mIAP inh	A3G deaminase	APOBEC3A inh
CN(C(=O)c1ccccc1C(=O)OCC(=O)c1ccc(F)c(F)c1)C1CCCCC1	2	18	8	16	18	1	-2	-8	-3
O=C(NCCCc1ccccc1)N1CCOCC1	-1	4	14	-1	-3	0.97	3	-10	1
CCOc1ccc(C2NCCc3cc(OC)c(OC)cc32)cc1OC (stereo not drawn)	0	-2	1	2	12	0.93	7	1	1
Cc1cnc(C)c(N2CCN(Cc3nc(-c4ccccc4)no3)CC2)n1	-1	-4	2	10	-4	1	-5	-9	-7
Cc1cc(NS(=O)(=O)c2ccc(Br)s2)no1	-1	-4	7	-12	-6	1	-2	-8	13
O=C(NCCc1ccccn1)C(F)(F)C(F)(F)C(F)(F)C(F)(F)C(F)(F)C(F)(F)C(F)(F)C(F)F	0	3	5	17	5	0.96	4	-5	3
COc1ccccc1OCC(=O)Nc1ccccc1C(=O)NC1CC1	6	3	15	11	-2	1	-4	8	29
CS(=O)(=O)N1Cc2ccccc2CC1C(=O)O (stereo not drawn)	0	-24	1	8	-13	1.1	-11	3	9
Cn1c(=O)c2c(nc(CN3CCN(c4ccccc4)CC3)n2Cc2c(F)cccc2Cl)n(C)c1=O	-3	29	-7	32	4	0.99	1	-8	2
CC(C)CC(=O)Nc1nc(-c2ccc(S(=O)(=O)N3CCOCC3)cc2)cs1	-4	4	10	4	0	0.95	5	3	-2
CCn1c(O)c(N=NC2=NC(=O)CS2)c2cc(C)ccc21	2	-6	14	24	16	0.99	1	3	3
O=C(CN1N=C(c2ccc(Cl)cc2)CCC1=O)NCCN1CCc2ccccc2C1	3	-4	15	-1	2	0.98	2	-5	-1
O=C(NNC(=O)c1ccccc1F)c1ccco1	-2	9	-3	-27	-18	0.9	10	-10	-4
Cc1cccc(NC(=S)NC2CC3CCCC(C2)N3Cc2ccccc2)c1C (stereo not drawn)	-7	11	18	9	-17	1.9	-90	-4	-4
CC(=O)Nc1cccc(/C(C)=N/NC(=O)c2ccccc2Cl)c1	-5	-2	6	9	-4	1.1	-9	-5	-1
Cn1c(SCC(=O)N/N=C/c2ccc([N+](=O)[O-])s2)nnc1-c1ccccc1	-6	71*	22	28	22	0.77	23	2	8
Cc1noc(C)c1C(=O)NCc1ccccc1	0	-11	7	-29	-9	1	-2	-7	-5
Cc1cccc(-n2ccnc2CN2CCC(CO)(Cc3ccccc3)CC2)c1	3	-16	3	-1	-27	1	-4	-5	-3
O=C(c1ccccc1Cl)N1CCN(Cc2ccc3c(c2)OCO3)CC1	-2	-2	8	-15	-4	0.97	3	-4	-9
Cc1ccc2c(c1)c1c3n2CCNC3CCC1 (stereo not drawn)	-1&-2	2&3	5&6	5&7	5&-40	0.94&0.93	6&7	-3&-2	-1&-3
CCn1c2ccccc2c2n[nH]c(=S)nc21	2	-1	7	10	9	1	-1	4	-1
O=C(OCCN1CCCCC1)c1cc2ccccc2o1	0	0	14	9	-11	0.94	6	-1	0
COc1cccc(C(=O)N2CCN(C3CCC(c4ccccc4)CC3)CC2)c1OC (stereo not drawn)	1	-18	31	-28	-20	1	-2	-5	-2
CCn1c(O)c(/C=C2\C=NN=C2c2ccccc2)sc1=S	-5	33	16	51*	2	0.9	10	-6	-5
COc1ccccc1N(CC(N)=O)S(=O)(=O)c1ccc(C)cc1	1	19	13	17	11	0.99	1	-6	-3
Remaining list, next part:
SMILES	MIN6 prolif	TIM10 inh	NALP3 yeast inh	tim10-1 inh	hIAP inh	mIAP activ	mIAP inh	A3G deaminase	APOBEC3A inh
Cc1nc2c(sc(=S)n2Cc2ccco2)c(=O)n1CC(=O)Nc1ccccc1F	-2	5	6	13	-5	0.91	9	-5	-5
CN1CCN(S(=O)(=O)c2ccc3[nH]c(=O)oc3c2)CC1	-1	-9	22	3	14	0.57	43*	0	1
COc1cc(Nc2ccccc2Cl)c([N+](=O)[O-])nc1[N+](=O)[O-]	-4	5	21	-10	19	0.99	0	9	3
Cn1c(CCCCCN)nc2ccccc21	0	6	16	1	-14	1.3	-26	-4	-4
CC(=O)c1cccc(CN2CCC(n3nccc3NC(=O)c3ccc4c(c3)OCO4)CC2)c1	1	8	8	9	-5	1	-2	-6	-5
O=C(CSc1ncc(-c2ccccc2)[nH]1)Nc1cccc(O)c1	-3	-1	10	-7	6	0.96	4	-3	0
COC(=O)c1ccccc1NC(=O)CCC(=O)N1CCSc2ccccc21	-2	-23	15	27	10	0.92	8	5	0
CCOC(=O)c1cc(NC(=O)Nc2ccc(OC)c(OC)c2)c(C)nc1C	1	-5	18	-8	-31	1.2	-19	-6	-5
CC(C)(C)n1ncc2c(=O)n(CC(=O)c3ccc(Cl)cc3)cnc21	-1	-16	27	-14	4	0.88	12	-4	1
CCOC(=O)c1ccc(S(=O)(=O)N2CCN(CC3CC=CCC3)CC2)cc1 (stereo not drawn)	-3	5	11	16	-7	0.78	22	-3	-1
O=C(NNS(=O)(=O)c1ccc(Br)cc1)C1CCCCC1	2	-4	9	17	-11	0.97	3	-4	2
CCOc1ccc2oc(C(=O)OCC(=O)NC3CCCCC3)c(C)c2c1	-1	7	21	-2	10	0.95	5	1	1
O=C(N/C(=C\c1cccs1)C(=O)N1CCOCC1)c1ccco1	-2	-18	9	9	9	1	-4	-1	0
CC1CC(C)CN(C(=O)C(C)N(C)CC(=O)Nc2ccccc2Cl)C1 (stereo not drawn)	1	-6	-4	32	-31	1.1	-11	-3	-4
COC(=O)c1ccccc1C(=O)N1CC(O)CO1 (stereo not drawn)	-2	11	5	-2	-9	1.1	-7	-6	-1
O=C(COc1ccc(Cl)cc1)Nc1nnc(S(=O)(=O)N2CCCCCC2)s1	1	3	33	24	0	0.9	10	8	2
CCN(CC)c1nc(Nc2ccc([N+](=O)[O-])cc2)nc(N(CC)CC)n1	-4	6	17	13	14	0.89	11	-7	-2
Cn1c2ccccc2c2c(C(=O)NCCCN3CCCC3=O)cn(C3CCCCC3)c(=O)c21	-2	20	-2	0	-12	1.1	-6	-8	-11
C/C=C\C(=O)Nc1cccc(C2=NOC3(C2)C[C@@H](C(N)=O)N(C(=O)CC(c2ccccc2)c2ccccc2)C3)c1 (stereo partly drawn)	-2	3	5	-8	14	0.82	18	-7	-3
CCOC(=O)C1CCN(C(=O)CCC2CCCC2)CC1	6.1*	-1	24	-6	10	1	-2	1	-2
COc1ccc(N(C(C)=O)S(=O)(=O)c2cccc3cccnc23)cc1	0	-5	-2	7	12	1	-2	-8	2
O=C(CCn1nc(-c2ccc(Cl)cc2)ccc1=O)N1CCOCC1	-3	-5	11	5	4	0.92	8	-5	-10
Cc1ccc(C(=O)CSc2nc(C)cc(C)c2C(N)=O)cc1	0	5	11	11	7	1	-4	7	0
COc1ccc(Nc2nc(N)nc(CSc3nncn3C)n2)cc1	2	-5	17	1	10	0.99	0	-6	-2
Cc1ccc2[nH]cc(C(=O)CN3CCN(C)CC3)c2c1	-1	-12	0	-2	13	0.97	3	-1	8

Some of these compounds in order of their number in mIAP activ, descending:
SMILES,mIAP activ
CCOC(=O)C1CCN(C(=O)CCC2CCCC2)CC1,1
Cc1ccc2[nH]cc(C(=O)CN3CCN(C)CC3)c2c1,0.97
C/C=C\C(=O)Nc1cccc(C2=NOC3(C2)C[C@@H](C(N)=O)N(C(=O)CC(c2ccccc2)c2ccccc2)C3)c1 (stereo partly drawn),0.82

New compounds follow.
SMILES	MIN6 prolif	TIM10 inh	NALP3 yeast inh	tim10-1 inh	hIAP inh	mIAP activ	mIAP inh	A3G deaminase	APOBEC3A inh
CC(C)c1ccc(C(=O)CSc2n[nH]c(-c3ccncc3)n2)cc1	-2	-26	11	-25	22	0.97	3	-7	1
Fc1ccccc1CSCc1nc2ccccc2[nH]1	1	4	16	0	-6	0.94	6	-4	1
CSc1nc(-c2ccccc2)nc(C(Cl)Cl)n1	0	2	-28	4	13	0.99	0	-4	-4
Cc1ccc(SCc2c(C(=O)N/N=C/c3ccncc3)nnn2-c2nonc2N)cc1	-1	-4	8	7	-10	0.84	16	-5	-5
O=C(COC(=O)CNC(=O)c1cccc(OC(F)F)c1)NCc1ccc2c(c1)OCO2	0	6	12	4	-6	0.99	1	-6	-2
Cc1cccc(OCC(=O)Nc2cc(C)c(C)cc2O)c1	0	-10	27	-15	-3	0.97	3	-4	4
COCCN1Cc2cccc(C(=O)Nc3ccc(S(=O)(=O)N4CCOCC4)cc3)c2C1=O	-4	5	15	-11	-3	0.96	4	-5	-1
CCn1nc(CC(=O)O)c2ccccc2c1=O	-3	-7	9	-4	4	1	0	-2	0
Cn1ccnc1SCC(=O)c1ccc(C#N)cc1	0	-6	24	5	0	0.92	8	3	0
CC(C)(C)n1nc2c(c1NC(=O)COc1ccc(Cl)cc1)CSC2	-4	11	18	23	-3	0.96	4	2	-3
O=C(O)c1cc(S(=O)(=O)NCC2COc3ccccc3O2)ccc1Cl (stereo not drawn)	-1	6	7	-20	-3	1.1	-6	-1	3
CSc1sc2ccccc2[n+]1CCCS(=O)(=O)[O-]	-2	-7	14	-6	-4	0.86	14	6	2
Cc1cc2occ(CC(=O)NCc3cccs3)c2cc1C(C)C	-2	-12	45	16	-5	1.2	-22	-4	0
CN(C)C(CNc1ncccn1)c1ccccc1 (stereo not drawn)	-2	8	4	-22	-23	1	-3	-9	-5
CC12CC3CC(C)(C1)CC(C(=O)N1CCCC1)(C3)C2	-5	5	2	25	3	0.9	10	-5	1
COc1cc(C(=O)N2CCN(c3ccc([N+](=O)[O-])cc3)CC2)ccc1OCc1c(C)noc1C	-6	11	0	2	5	0.91	9	-5	-3
Cc1ccc(C(=O)N2CCN(C)CC2)cc1S(=O)(=O)N1CCCCCC1	0	4	9	5	-4	0.97	3	6	-4
COc1ccc(Cl)cc1C(=O)NNC(=O)c1cccnc1	-2	-15	7	-14	-5	0.98	2	-8	-3
Cc1noc(NS(=O)(=O)c2ccc(NC(=O)c3oc4ccc(F)cc4c3C)cc2)c1C	-3	6	21	17	-3	1	-1	4	-3
CN(CC(=O)Nc1c(Cl)cccc1Cl)C(=O)CCC1CCCC1	0	-1	16	2	0	0.99	1	-8	-3
Cc1cc(C(=O)N/N=C/c2ccccc2Br)no1	4	12	25	-5	0	1.1	-9	-5	-2
Cc1ccc(-c2nc(-c3ccccc3)no2)cc1	-6	2	9	11	25	1	-3	-2	0
Cc1ccc(CSCCNC(=O)CSCc2ccc([N+](=O)[O-])cc2)cc1	-3	14	31	42*	14	0.87	13	-7	0
CCN(CC(=O)Nc1ccccc1SC)Cc1nc2ccccc2c(=O)[nH]1	0	5	-2	8	-39	0.97	3	-5	-1
Cc1c(Cl)cccc1NC(=O)Cn1cc(C(F)(F)F)cc(Cl)c1=O	-2	9	-15	1	-12	1	-2	-6	-1
